NTR1 ag: agonists of NTR1, primary screen, imaging, U2OS cells, beta-arrestin-GFP, high content (AID 493036); P30989; NTR1-U2OS beta-arrestin-GFP spot imaging, agonist mode; activation, % at 20 µM; 330,000 compounds, 0.17% hits;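 active means activation at or above 40% of the spot to cytoplasm intensity ratio, with at least 20 cells analyzed; inconclusive means wells under 20 cells, flagged as cytotoxic or low count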;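 further: 0% = DMSO without peptide and 100% = 100 nM NTR1 peptide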
Target sequence (P30989 whole entry, looked up): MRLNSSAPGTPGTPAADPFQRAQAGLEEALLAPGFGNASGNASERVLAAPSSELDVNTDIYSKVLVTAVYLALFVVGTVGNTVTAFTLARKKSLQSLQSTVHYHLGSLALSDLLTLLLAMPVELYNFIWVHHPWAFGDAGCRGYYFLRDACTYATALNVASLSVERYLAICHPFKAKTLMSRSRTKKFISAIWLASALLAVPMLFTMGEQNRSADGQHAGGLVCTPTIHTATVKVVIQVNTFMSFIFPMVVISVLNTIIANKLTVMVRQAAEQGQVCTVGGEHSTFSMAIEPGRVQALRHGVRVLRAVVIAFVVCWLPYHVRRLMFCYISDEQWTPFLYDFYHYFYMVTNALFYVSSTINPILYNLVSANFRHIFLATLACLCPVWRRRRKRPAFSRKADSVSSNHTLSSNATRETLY
AID2073: inhibitors of Mint1-CaV2.2 protein interaction, biochemical, HTRF (AID 2073) | HTRF protein-protein interaction, Mint1-CaV2.2; higher % means a stronger effect | inhibition, % at 20 µM, or IC50 in µM where a hit was titrated | 290,000 compounds, 0.19% hits; in the data active means inhibition mostly above about 51%, no sharp cut-off; inconclusive means no clear call, values can overlap the other calls; inactive means mostly below about 53%; further: some results filed as inactive read as strong as hits
NS5 inhibitors: Dengue-2 NS5 methyltransferase inhibitors, primary screen, biochemical, confirmation dose response (AID 588689); 340,000 compounds, 0.3% hits; Dengue-2 NS5 methyltransferase capping enzyme assay, biochemical; higher % means a stronger effect; inhibition, % at 25 µM, or IC50 in µM where a hit was titrated; in the data active means a potency from the dose series; inconclusive means inhibition above about 29% without an active follow-up result
GPR55 antagonists: GPR55 antagonists blocking LPI-driven arrestin recruitment, primary screen, imaging, U2OS, beta-arrestin-GFP, LPI agonist (AID 2013); U2OS GPR55 beta-arrestin-GFP translocation imaging, LPI antagonism; higher % means a stronger effect; one-dose inhibition, % at 10 µM; IC50 in µM for titrated hits; 290,000 compounds, 0.13% hits;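 active means spots per cell inhibited over 60%, with over 100 cells counted and total cytoplasm intensity under 500,000; inconclusive means wells with under 100 cells, flagged as likely toxic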;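 further: U2OS cells stably carrying GPR55 and arrestin-GFP stimulated by 5 µM LPI near EC80; imaged beta-arrestin-GFP aggregate spots per cell after agonist stimulation; plate controls were LPI-stimulated DMSO wells for no effect and DMSO wells without LPI for full effect; some results filed as inactive read as strong as hits; confirmed hits need IC50 under 10 µM and bright autofluorescent wells are also inconclusive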
GPR35 arrestin U2OS: GPR35 antagonists blocking zaprinast-driven arrestin recruitment, primary screen, imaging, U2OS, beta-arrestin-GFP, zaprinast agonist (AID 2058). U2OS GPR35 beta-arrestin-GFP translocation imaging, zaprinast antagonism; higher % means a stronger effect. 290,000 compounds, 0.052% hits. inhibition, % at 10 µM; hits with a dose series show IC50 in µM;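 active means inhibition of at least 50% with at least 30 cells and total cytoplasm GFP at most 10,000,000; inconclusive means under 30 cells or total GFP of 10,000,000 plus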
SIAH1 antagonists: Siah-1 peptide-binding antagonists, primary screen, biochemical, fluorescence polarization, rhodamine-plectin, uHTS (AID 1817); Siah-1 / rhodamine-plectin peptide fluorescence polarization; higher % means a stronger effect; displacement, % at 20 µM; hits with a dose series show IC50 in µM; 290,000 compounds, 0.02% hits;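 active means displacement of at least 50% at 20 µM, with a fluorescence ratio check between 0.3 and a set limit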;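 further: plate controls were Siah plus tracer with DMSO for no effect and tracer alone without Siah for full effect; strong numbers were not always called active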
HIV peptide binding: cell-free HIV fusion peptide-binding blockers – biochemical, uHTS, fluorescence dequenching, primary screen (AID 1986); cell-free peptide binding, fluorescence dequenching, 30 min; higher % means a stronger effect; 290,000 compounds, 0.3% hits; one-dose inhibition, % at 20 µM; IC50 in µM for titrated hits; in the data active means inhibition mostly above about 52%, no sharp cut-off; inactive means mostly below about 76%; further: some results filed as inactive read as strong as hits
GPR55 activation: GPR55 agonists via beta-arrestin recruitment, primary screen, imaging, U2OS cells, beta-arrestin-GFP redistribution (AID 1961); U2OS GPR55 beta-arrestin-GFP redistribution imaging; higher % means a stronger effect; 290,000 compounds, 0.048% hits; one-dose activation, % at 10 µM; EC50 in µM for titrated hits;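 active means activation above 40% with more than 50 cells counted in the well; inconclusive means wells holding fewer than 50 cells, flagged as toxic or sparse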;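 further: U2OS osteosarcoma cells stably expressing GPR55 and beta-arrestin-GFP; plate controls were DMSO negative control for no effect and LPI positive control for full effect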
UTI89 phage lysis: protection from phage-mediated lysis, alamar blue read-out – E. coli UTI89, K1F phage, bacterial capsule biogenesis inhibitors (AID 488966) | E. coli UTI89 K1F phage lysis, alamar blue, 2 h; higher % means a stronger effect | one-dose inhibition, % at 100 µM; IC50 in µM for titrated hits | 340,000 compounds, 0.02% hits;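 active means phage lysis inhibition, versus mean bacterial control, above a set limit; inconclusive means no clear call, values can overlap the other calls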;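 further: capsule biogenesis inhibitors block K1F phage lysis so surviving cells raise fluorescence; higher fluorescence means more inhibition of phage lysis; actives were called in the ten point dose series up to 300 µM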
NTR1 ag cell count 20 µM: second read-out of NTR1 ag, no call of its own (marks repeat the call); cell count; measured here: cell count, cytotoxicity flag
NS5 inhibitors pilot replicate: second read-out of NS5 inhibitors, no call of its own (marks repeat the call); inhibition, %; measured here: pilot screen replicate inhibition
* marks the source's active call; other numbers are inactive results; ? = inconclusive; nt = no result given; [ ] = dose if it differs, or a comment.

SMILES | NTR1 ag | NTR1 ag cell count 20 µM | AID2073 | NS5 inhibitors | GPR55 antagonists | GPR35 arrestin U2OS | SIAH1 antagonists | HIV peptide binding | GPR55 activation | UTI89 phage lysis | others
CC1=C(C(=O)Nc2ccccc2)C(c2ccc(C)o2)n2ncnc2N1 (stereo unspecified) | 0.1 | 39 | 9% | -6% | 9% | 3% | 0% | 1.7% | -0.1% | 0.5%
COc1ccc(N2CCN(C(=O)c3ccc(NC(=O)C4=CSCCO4)cc3)CC2)cc1 | -0.3 | 68 | 6% | -10% | 3% | 2% | 0% | -0.2% | -0.3% | -0.1%
Cc1ccc2cccc(S(=O)(=O)N3CCCc4ccccc43)c2n1 | 4.1 | 51 | -8% | -10% | -1% | 0% | 2% | 0.4% | 0.3% | -0.2%
CCOc1ccc(-c2nnc3ccc(SCC(=O)Nc4nc5ccc(C)cc5s4)nn23)cc1 | 4.1 | 45 | 31% | -1% | -6% | -7% | 1% | 0.2% | 1.1% | 5.7%
CC(C)N1CCN(Cc2cccn2-c2nccs2)CC1CCO (stereo unspecified) | -0.9 | 44 | -7% | -4% | -3% | 10% | -1% | -0.7% | 0.0% | 0.0%
COc1ccccc1NC(=S)NNC(=O)c1cc(C)n(C)n1 | 2.3 | 87 | -23% | -2% | -9% | -6% | 2% | -4.7% | -0.1% | -2.1%
O=C(NCCN1CCCC(O)C1)c1cc(COc2c(F)cccc2F)on1 (stereo unspecified) | 0.9 | 51 | 2% | -2% | 2% | -4% | 3% | 0.7% | -0.2% | 1.1%
CCN(CC)CCC(c1ccc(N(C)C)cc1)c1c(OC)cc(OC)c2ccc(=O)oc12 (stereo unspecified) | -3.8 | 92 | -7% | -8% | 5% | -6% | 4% | 1.2% | 0.9% | 5.6%
COC(=O)c1nc2n(n1)C(c1ccc([N+](=O)[O-])cc1)C(C(=O)Nc1ccc(Cl)cc1)=C(C)N2 (stereo unspecified) | 1.0 | 44 | 32% | -3% | -5% | 16% | 19% | -0.5% | -0.2% | 2.1%[50 µM]
Cc1cccc(C)c1-n1c(SCC(=O)NCc2ccco2)nc2ccccc2c1=O | 2.7 | 46 | 4% | -3% | 18% | 15% | 4% | -0.7% | 0.2% | 0.1%
C/C=C/c1ccc(OCCCCn2cncn2)c(OC)c1 | -1.3 | 68 | 8% | -1% | 4% | 1% | 5% | 0.0% | 0.2% | 2.2%
COc1ccc2c(c1)-c1ccccc1S(=O)(=O)N2C(C)=O | 0.4 | 55 | 4% | 6% | 9% | 16% | 10% | 2.3% | -0.1% | 1.6%
CCN1CCN(Cc2ccc(NC(=O)Nc3ccccc3OC)cc2)CC1 | 0.8 | 50 | 0% | -4% | 0% | 10% | -1% | -1.4% | 0.6% | 0.5%
O=C(NCc1ccncc1)C(=O)NCC1OCCN1S(=O)(=O)c1ccc(Cl)cc1 (stereo unspecified) | -0.1 | 48 | 14% | -2% | 7% | 0% | 4% | -0.6% | 0.0% | 0.0%
CCN(CC)CCCNC(=S)N(Cc1ccco1)Cc1cc2cc3c(cc2[nH]c1=O)OCCO3 | -1.5 | 52 | 22% | nt | -8% | -2% | 1% | 0.3% | -0.3% | nt
CCC(=O)N1CCN(c2ccc(Cl)cc2NC(=O)c2ccc3c(c2)OCCO3)CC1 | 1.1 | 71 | 4% | 1% | 10% | -17% | 14% | -0.5% | -0.4% | 0.3%
C=CCNC(=O)C1CC(=O)N(c2ccc(OCC(=O)Nc3ccc(CC)cc3)cc2)C1 (stereo unspecified) | 1.4 | 63 | -7% | -7% | -9% | -16% | -4% | 0.9% | 0.0% | 0.0%
Cn1ncc(Cl)c1C(=O)NC1C2CC3CC(C2)CC1C3 (stereo unspecified) | -1.4 | 104 | 2% | -7% | 10% | -10% | 12% | -1.2% | 0.8% | -0.1%
CCn1cc(C(=O)NCc2ccc3c(c2)OCO3)c(=O)c2cc(S(=O)(=O)N3CCOCC3)ccc21 | -1.4 | 70 | 2% | -10% | -11% | 1% | 0% | -1.6% | -0.1% | 0.3% | NS5 inhibitors pilot replicate=-3.2
NC(=O)C(Cc1ccccc1)NC(=O)C12CC3CC(CC(C3)C1)C2 (stereo unspecified) | -0.2 | 49 | -3% | -4% | -2% | 8% | 3% | -1.2% | 0.4% | -0.1%
N=C1C(=O)OCC1c1ccccc1NC(=O)Nc1ccccc1 (stereo unspecified) | 1.1 | 35 | 7% | -16% | -5% | -9% | 2% | 0.6% | -0.6% | 0.4%
COc1ccc(OCC(=O)N2c3ccccc3CCc3ccccc32)cc1 | 1.8 | 73 | 32% | -1% | 3% | 7% | 0% | 0.7% | -0.1% | 2.8%
Cc1ccc(-c2cc(C(=O)NCc3cccs3)no2)cc1 | -1.1 | 34 | 5% | 3% | -10% | 12% | -2% | 2.7% | 0.0% | 1.1%
CC(C)S(=O)(=O)c1nsc2nc(=O)c(/C=C3\C=Nc4ccccc43)c(N)n12 | 3.2 | 93 | 8% | 13% | 9% | -5% | 3% | 47% | -0.5% | -0.2%
CCCN(C(=O)Cc1nc(N)n[nH]1)C1(C(=O)Nc2c(C)cccc2C)CCCCC1 | -0.9 | 67 | -2% | -10% | -1% | -6% | 2% | 0.3% | 0.2% | -0.3%

(cont.)
SMILES | NTR1 ag | NTR1 ag cell count 20 µM | AID2073 | NS5 inhibitors | GPR55 antagonists | GPR35 arrestin U2OS | SIAH1 antagonists | HIV peptide binding | GPR55 activation | UTI89 phage lysis | others
CCC(=NC1CC(C)(C)NC(C)(C)C1)C1=C(O)CC(C)(C)CC1=O | -0.4 | 49 | 7% | -2% | 9% | 16% | 3% | -0.7% | -0.1% | 0.3%
CCN(C(=O)COC(=O)c1ccc2c(=O)n3c(nc2c1)CCC3)C1CCS(=O)(=O)C1 (stereo unspecified) | -1.0 | 70 | 6% | -2% | -1% | -2% | 5% | -0.1% | -0.4% | 4.4%
COC(=O)Oc1ccc(/C=N/NC(=O)CSCc2ccc(Cl)cc2)cc1OC | 1.3 | 82 | 2% | 6% | 0% | -6% | 5% | -1.1% | 0.2% | -0.1%
C=CC[n+]1ccc2ccccc2c1C | 0.9 | 42 | 10% | 1% | 7% | -6% | -8% | 1.6% | 0.0% | 0.0%
COc1cccc(CNC(=O)CCCNC(=O)c2ccc(Cl)cc2)c1 | 0.8 | 64 | 8% | -6% | -16% | 4% | 1% | 0.1% | 0.0% | 0.1%
COCCNC(=O)C(=O)NCC1OCCN1S(=O)(=O)c1cc(F)ccc1F (stereo unspecified) | 0.4 | 58 | -2% | 4% | 11% | 9% | 4% | 1.4% | -0.1% | 1.7%[50 µM]
CC1CCCN(Cc2c(O)ccc3c2O/C(=C\c2ccco2)C3=O)C1 (stereo unspecified) | 0.1 | 51 | 30% | ? | 8% | 9% | 23% | 36% | -0.2% | 0.0%[50 µM]
c1ccc(-c2nn3c(-c4ccco4)nnc3s2)nc1 | 1.3 | 68 | 4% | 2% | 9% | 8% | -6% | -0.5% | 0.2% | 0.1%
C/C(=N\OCC(=O)Nc1ccc(OC(F)(F)F)cc1)c1ccc2c(c1)OCCO2 | 6.5 | 62 | 0% | -3% | 4% | 5% | -2% | -1.9% | -0.2% | -1.1%[50 µM]
O=C(COc1ccc(Cl)cc1Cl)NC(=S)N1CCCc2ccccc21 | 1.5 | 50 | -18% | -8% | 1% | -9% | -7% | -4.1% | -0.1% | -0.1%
CC(C)Cn1c2c(c(O)c(C(=O)Nn3c(Cc4ccccc4)nc4ccccc4c3=O)c1=O)CCCC2 | 0.7 | 85 | 4% | -10% | 3% | -6% | 5% | 3.8% | 1.9% | 0.1%
CCOC(=O)N1CCC(NS(=O)(=O)c2ccc3c(c2)OCC(=O)N3)CC1 | 0.3 | 85 | 0% | 2% | 10% | 7% | 1% | -2.3% | 0.0% | 0.1%
CCc1ccc(OCC(=O)N(Cc2ccccc2)C2CCS(=O)(=O)C2)cc1 (stereo unspecified) | 2.0 | 40 | -6% | 2% | 1% | 13% | 1% | -1.1% | 0.2% | 0.0%
O=C(NCCCN1CCOCC1)c1cc(-c2ccccc2)on1 | -0.3 | 49 | -4% | -3% | 4% | 0% | 2% | 0.7% | -0.1% | 1.9%
CCOc1ccccc1NC(=O)CCSc1nc2n[nH]c(C)c2c(=N)n1-c1ccccc1Cl | 6.4 | 92 | 38% | -7% | -2% | 0% | 0% | -2.2% | -0.1% | 3.3%
CN(C)/C=C/c1c([N+](=O)[O-])c2ccc(O)cc2n1-c1ccccc1 | 5.8 | 60 | -35% | 24% | -3% | 1% | -9% | 6.0% | 0.6% | 1.5%
CCCCOc1ccc(C(=O)N/C(=C/C=C/c2ccccc2)C(=O)NCCO)cc1 | -1.9 | 97 | 1% | -4% | 47% | -3% | 1% | 5.3% | 0.1% | -0.4%
O=C(N/N=C/c1cn[nH]c1-c1ccc(F)cc1)c1ccncc1 | 2.4 | 52 | -6% | -1% | 0% | -4% | -1% | 0.1% | -0.3% | 1.8%[50 µM]
Cc1ccc(C)c(N2CCN(C(=O)c3nn(C)c4c3CS(=O)(=O)c3ccccc3-4)CC2)c1 | 3.9 | 75 | 11% | -2% | -11% | 6% | 6% | 1.4% | -0.1% | 0.0%
COC(=O)C(C)Sc1nc(NCc2ccccc2)nc(N(C)C)n1 (stereo unspecified) | 4.1 | 59 | 0% | -1% | -10% | -1% | 2% | -0.5% | 0.3% | 0.6%
CCN(CC)C(=O)CC(c1ccc2c(c1)OCO2)c1c(O)cc(OC)cc1OC (stereo unspecified) | -2.0 | 85 | 4% | -5% | 11% | -18% | -2% | 1.5% | 0.0% | -0.1%
COc1cc2c(cc1OC)C(c1ccc3c(c1)OCO3)C1=C(CC(C)(C)CC1=O)N2 (stereo unspecified) | 2.9 | 57 | 34% | 6% | 13% | 15% | 3% | 1.1% | -0.2% | -0.3%
Cc1noc(C)c1CSc1nnc(-c2ccncc2)n1-c1ccc(Cl)c(Cl)c1 | -1.2 | 49 | -4% | -8% | -3% | -13% | -3% | -0.9% | -0.3% | 2.7%[50 µM]
Cc1nn2c(nc(N3CCCCC3)c3ccccc32)c1C=O | 5.1 | 78 | 18% | -2% | 1% | 5% | -2% | -1.2% | -0.2% | 1.2%[50 µM]

Screens (PubChem)
